Vif-A3G inh: Vif-A3G binding inhibition; Q9HC16; HeLa A3G-eYFP + Vif (tagged APOBEC3G with the HIV-1 protein that degrades it), YFP fluorescence, overnight; Potency, µM (doses to about 46.1 µM), without a hit: at the highest dose activity, negative = active, usual class: inhibitors; 0.076% of 410,000 active;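 note: potency is the fitted concentration of half-maximal effect; % is set by controls: 0 for no effect and ±100 for the full control effect; nearly all actives have a fitted effect of over 60% in size; hits raise eYFP signal because A3G escapes Vif-driven loss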
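Read-out is eYFP fluorescence (Ex 488/Em 500-530) from Vif-expressing HeLa A3G-eYFP cells; more signal means A3G escaped Vif-mediated degradation. Cells plated overnight, compound pinned in, incubated overnight at 37 deg C.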
Vif-A3F inh: blocks the Vif interaction with APOBEC3F; 0.2% of 390,000 active; HeLa A3F-eYFP + Vif (tagged APOBEC3F with the HIV-1 protein that degrades it), YFP fluorescence increase; Potency, µM (titrated, usually from 46.1 µM), without a hit: at the top dose activity, negative = active; note: potency is the fitted concentration of half-maximal effect; % of control where 0% means no effect; nearly all actives have a fitted effect of over 65% in size
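Fluorescence increase (Ex 488/Em 500-530) after overnight compound treatment at 37 deg C flags inhibition of Vif-driven A3F-eYFP loss in stable HeLa A3F-eYFP/Vif cells seeded overnight beforehand.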
LDHA block: inhibitors of human lactate dehydrogenase A | purified LDHA, NADH/diaphorase-resazurin fluorescence; hits give low values | AID 1347041 | 0.15% of 480,000 active | activity change, % (values are at about 110 or 230 µM); in the data active = activity change below about -30%; inconclusive = mostly about -25% to -30%;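 note: plate controls were DMSO wells for no effect and wells without enzyme for full effect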
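LDH5 2 nM; NADH 0.06 mM, pyruvate 0.2 mM; 200 mM Tris pH 7.4, EDTA, Tween-20; 5 min RT. Detection: diaphorase 0.133 mg/mL + resazurin 37 µM, fluorescence ex540/em590 at 0 and 20 min; normalized to enzyme-free and DMSO wells.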
D2 antag: D2 dopamine receptor (human) antagonism | P14416 | HEK293 TREx D2 cells, calcium flux, dopamine EC80 | inhibition, % at 10 µM | 2% of 340,000 active | AID 485344; in the data active = inhibition above about 30%; note: 0% is about no effect
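Antagonism is scored as inhibition of an EC80 dopamine-evoked calcium signal in a force-coupled, tetracycline-inducible HEK293 T-REx D2 line, with compound present 180 s before agonist.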
ERG Ets-DNA blk: inhibitors of human ERG Ets domain-DNA interaction; P11308; 0.028% of 370,000 active; Potency, µM (doses to about 76.9 µM), without a hit: at the top dose FP activity, negative = inhibition, actives largely listed as inhibitors; AID 624246; fluorescence polarization, His-ERG Ets domain / labelled DNA; active = well fitted inhibition curve with a large enough effect in the polarisation, with a control signal flat; inconclusive = small, poorly fitted or top-dose-only effect, or effect the other way, or a change in a side signal; inactive = no such curve, though single readings can be large or run the other way; the % refers to the polarisation;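 note: polarization taken with two DNA probes labelled with fluorescein and Texas red; potency is the fitted concentration of half-maximal effect; % of control where 0% means no effect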
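His-tagged ERG Ets domain (1 uM in the protein solution; 300mM KCl, 50mM Tris-HCl, 1mM EDTA, 1mM DTT, pH 7.5) received compound, then a probe mix of 5 nM fluorescein-DNA and 100nM Texas-615-DNA. Fluorescence polarization was read for both dyes.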
RGS4 inhibitor: inhibitors of human regulator of G protein signaling 4; P49798; Transcreener GDP fluorescence polarization, RGS4-accelerated GTP hydrolysis; Potency, µM (titrated, usually from 114 µM), inactives show at the top dose activity change, negative = inhibition, usual class: inhibitors; 0.039% of 390,000 active; AID 504845; note: potency is the fitted concentration of half-maximal effect; % is set by controls: 0 for no effect and ±100 for the full control effect; nearly all actives have a fitted effect of over 75% in size; some results filed as inactive show a strong effect at the top dose
Target sequence (P49798 whole entry, looked up): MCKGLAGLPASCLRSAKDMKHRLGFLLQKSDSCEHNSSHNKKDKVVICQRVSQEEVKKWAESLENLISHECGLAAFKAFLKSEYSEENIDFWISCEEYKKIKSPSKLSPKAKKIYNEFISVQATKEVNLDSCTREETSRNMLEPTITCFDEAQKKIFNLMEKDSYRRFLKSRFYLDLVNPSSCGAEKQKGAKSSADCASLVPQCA
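MLSMR compounds (23 nl, pin-transferred) preincubated 10 min at room temperature with a 500nM (2x) first reagent, then RGS4 at 900nM (2x) plus Transcreener GDP mix added; fluorescence polarization (620/688 nm) read before and after 90 min at 30 °C.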
ALOX12 inh: inhibitors of human 12S-lipoxygenase ALOX12 | Potency, µM (highest dose often 108 µM), for the others: top-dose activity change, negative = inhibition, actives largely listed as inhibitors | P18054 | purified 12hLO, xylenol orange hydroperoxide absorbance | 1.1% of 580,000 active; note: potency is the fitted concentration of half-maximal effect; % is set by controls: 0 for no effect and ±100 for the full control effect
Target sequence (P18054 whole entry, looked up): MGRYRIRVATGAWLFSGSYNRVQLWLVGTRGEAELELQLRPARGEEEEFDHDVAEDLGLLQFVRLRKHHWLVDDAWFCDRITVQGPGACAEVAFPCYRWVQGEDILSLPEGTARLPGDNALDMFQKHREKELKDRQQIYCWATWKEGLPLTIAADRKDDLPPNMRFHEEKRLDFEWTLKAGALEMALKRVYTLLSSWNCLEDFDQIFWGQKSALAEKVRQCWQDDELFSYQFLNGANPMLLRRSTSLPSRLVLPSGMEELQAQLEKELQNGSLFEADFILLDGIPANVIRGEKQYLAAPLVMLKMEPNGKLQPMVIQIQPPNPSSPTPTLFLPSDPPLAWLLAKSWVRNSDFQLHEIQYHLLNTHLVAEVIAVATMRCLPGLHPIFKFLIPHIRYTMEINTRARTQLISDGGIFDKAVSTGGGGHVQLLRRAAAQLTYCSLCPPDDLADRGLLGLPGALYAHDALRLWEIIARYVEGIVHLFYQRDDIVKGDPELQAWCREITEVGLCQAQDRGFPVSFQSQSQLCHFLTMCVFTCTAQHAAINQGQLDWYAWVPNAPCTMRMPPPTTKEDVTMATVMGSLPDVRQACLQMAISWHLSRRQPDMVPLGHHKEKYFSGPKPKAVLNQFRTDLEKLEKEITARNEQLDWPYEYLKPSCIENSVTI
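Purified human 12hLO (150 nM final) in 25 mM Hepes, 0.01% Triton X-100, pH 7.0 was preincubated 15 min at room temperature with compound. Then 40 uM arachidonic acid was added, 30 min. Hydroperoxide was read by Fe-XO absorbance ratio 573/405 nm.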
D2 ag: D2 dopamine receptor (human) agonism. P14416. activation, % at 2 µM. 0.53% of 340,000 active. HEK293 T-REx D2 cells, calcium flux agonist mode;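 active = activation over 3 SD above normal in the single-dose calcium agonist read, cut at about 30% in these data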; note: 0% is about no effect
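Calcium-flux readout, 1 cycle/sec over 180 s following compound pin transfer, in inducible HEK293 Trex D2 cells (force-coupled); dopamine controls included. Positive calcium responses during this window marked compounds as potential agonists.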
GRP78 ERSR act: inducers of ER stress response in human glioma cells. Potency, µM, without a hit: at the highest dose activation, most hits filed as activators. U87-MG GRP78 promoter luciferase reporter, 16 h. 0.02% of 420,000 active. AID 602332; note: potency is the fitted concentration of half-maximal effect; series mostly up to about 76 µM; % of control where 0% means no effect; nearly all actives have a fitted effect of over 35% in size
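Stably transfected U87-MG human glioma cells carrying a GRP78-based luminescent sensor were seeded at 1000 cells/well, pin-dosed with compounds and incubated 16 h. Luciferase reagent was then added, and end-point luminescence was read after 10 min at room temperature.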
Active calls of the source: *; i = inactive; ? = inconclusive; · = not tested or not shown; [ ] = remark or other dose. Unless noted, calls come from the whole dose curve; as a rule, active = well fitted curve in the direction sought with a large enough effect; inconclusive = small, poorly fitted or top-dose-only effect, or another doubt; inactive = no such curve, though single readings can be large; an effect the other way counts as inactive or inconclusive. A portion of the library; count on the stated rates, not on these rows.

Start of the data: the first two compounds, to show the layout:
SMILES	Vif-A3G inh	Vif-A3F inh	LDHA block	D2 antag	ERG Ets-DNA blk	RGS4 inhibitor	ALOX12 inh	D2 ag	GRP78 ERSR act
COCCCNC(=S)N/N=C/c1ccccc1O	0%	?	1	-9	16%	-7%	89%[activator]	-0.7	?
CC(C)N1CCC2(CC1)N=C(c1ccc3c(c1)OCO3)CC(c1cc(Cl)ccc1O)N2 (centres undefined)	-23%	-5%	3	-2	6%	-46%	-2%	-0.1	-16%

All compounds of this part, repeating the preview:
SMILES	Vif-A3G inh	Vif-A3F inh	LDHA block	D2 antag	ERG Ets-DNA blk	RGS4 inhibitor	ALOX12 inh	D2 ag	GRP78 ERSR act
COCCCNC(=S)N/N=C/c1ccccc1O	0%	?	1	-9	16%	-7%	89%[activator]	-0.7	?
CC(C)N1CCC2(CC1)N=C(c1ccc3c(c1)OCO3)CC(c1cc(Cl)ccc1O)N2 (centres undefined)	-23%	-5%	3	-2	6%	-46%	-2%	-0.1	-16%
CCCC(=O)Nc1c2c(nn1-c1ccc(C)cc1)CS(=O)(=O)C2	0%	2%	-3	2	-5%	-14%	-6%	-0.5	2%
Cc1ccc(Cn2ccnc2SCC(=O)NCc2ccccc2)cc1	-8%	-12%	-12	·	-6%	8%	5%	-0.5	-1%
COc1cc(NC(=O)CCN2CCOCC2)cc(OC)c1	0%	1%	-1	-10	-12%	-29%	0%	0.0	-2%
CCn1nc(C)c(Br)c1-c1nc(CS(=O)(=O)c2ccsc2)no1	0%	0%	0	2	-9%	26%	39%[activator]	0.2	0%
CC(C(=O)N1CCN(c2ccc([N+](=O)[O-])cc2)CC1)N1C(=O)C2CC=CCC2C1=O (centres undefined)	-1%	1%	-2	-23	0%	10%	-55%	0.3	-6%
Cc1cc(NC(=O)COC(=O)C2CC(=O)N(c3ccc(Br)cc3)C2)no1 (centres undefined)	-1%	-12%	-4	-23	-12%	5%	-1%	-0.3	-3%
O=C(NNC(=S)Nc1ccc(F)cc1)c1cccc([N+](=O)[O-])c1	-1%	4%	-5	0	8%	-25%	0%	0.0	2%
O=C(CSc1nc(O)c(Cc2ccccc2)c(=O)[nH]1)Nc1nnc(SCc2ccccc2)s1	1%	10%	-5	7	-7%	-11%	-5%	-0.1	0%
COc1ccccc1NS(=O)(=O)c1ccc(Cl)c(NC(=O)CN2C(=O)c3ccccc3C2=O)c1	1%	2%	-4	7	-8%	38%	-2%	0.3	-1%
COC(=O)CC1C(=O)NCCN1C(=O)CSc1nnnn1-c1ccc(OC)cc1 (centres undefined)	0%	?	0	-5	4%	-11%	-1%	-0.3	-3%
Cc1ccc(-c2c(C)n([O-])c3c([n+]2=O)CCCC3)cc1	2%	-4%	-9	-2	-7%	-22%	2%	1.1	-5%
COc1ccc(C(CNC(=O)CCNC(=O)c2ccccc2OC)N2CCCC2)cc1 (centres undefined)	0%	-3%	-3	0	-13%	-4%	9%	0.7	-5%
Nc1nc2sc3c(c2c(=O)s1)CCCC3	-6%	-2%	-3	-4	·	6%	?	3.1	4%
CCc1ccccc1-n1nnc(-c2ccccc2)n1	-1%	0%	-3	-6	9%	28%	?	-0.8	1%
COc1ccc(OCCNC(=O)c2ccc(C)cc2)cc1	1%	-3%	-1	·	-4%	18%	·	·	2%
Cc1ccc(C(=O)Nc2cccc(C(=O)NCc3ccco3)c2)cc1	-13%	0%	-6	7	-1%	-13%	-11%	0.2	-3%
COC(=O)c1ccc(N2C(=O)C3CC=CC(C)C3C2=O)cc1 (centres undefined)	0%	8%	-6	-5	-3%	?	3%	0.7	-1%
O=C(Nc1ccnn1C1CCN(Cc2cccc(F)c2F)CC1)C1CCCC1	-4%	-8%	-3	-14	1%	-7%	i	0.3	-7%
Cc1nn(CC#N)c(=O)n1-c1cccc(F)c1	2%	·	0	-27	-3%	-22%	16%	0.2	-3%
Cc1cc(N=Nc2ccc(Cl)cc2)cc(CN2CCOCC2)c1O	-2%	-2%	4	-13	0%	-8%	?	1.0	-5%
CN(C)c1ccc(C(=S)NCc2ccco2)cc1	-4%	2%	-9	0	-8%	?	?	4.0	-13%
COC(=O)CCCCCCCC(=O)Nc1nnc(C(F)(F)F)s1	-1%	-9%	-6	9	13%	3%	?	-1.0	-3%
CN1C(=O)COc2ccc(C(=O)c3ccccc3C(=O)O)cc21	0%	-17%	-7	11	-12%	-11%	-12%	0.6	-4%

An excerpt of the results above:
SMILES	Vif-A3G inh	Vif-A3F inh	LDHA block	D2 antag	ERG Ets-DNA blk	RGS4 inhibitor	ALOX12 inh	D2 ag	GRP78 ERSR act
COCCCNC(=S)N/N=C/c1ccccc1O	0%	?	1	-9	16%	-7%	89%[activator]	-0.7	?
CC(C)N1CCC2(CC1)N=C(c1ccc3c(c1)OCO3)CC(c1cc(Cl)ccc1O)N2 (centres undefined)	-23%	-5%	3	-2	6%	-46%	-2%	-0.1	-16%
CCCC(=O)Nc1c2c(nn1-c1ccc(C)cc1)CS(=O)(=O)C2	0%	2%	-3	2	-5%	-14%	-6%	-0.5	2%
Cc1ccc(Cn2ccnc2SCC(=O)NCc2ccccc2)cc1	-8%	-12%	-12	·	-6%	8%	5%	-0.5	-1%
COc1cc(NC(=O)CCN2CCOCC2)cc(OC)c1	0%	1%	-1	-10	-12%	-29%	0%	0.0	-2%
CCn1nc(C)c(Br)c1-c1nc(CS(=O)(=O)c2ccsc2)no1	0%	0%	0	2	-9%	26%	39%[activator]	0.2	0%
CC(C(=O)N1CCN(c2ccc([N+](=O)[O-])cc2)CC1)N1C(=O)C2CC=CCC2C1=O (centres undefined)	-1%	1%	-2	-23	0%	10%	-55%	0.3	-6%
Cc1cc(NC(=O)COC(=O)C2CC(=O)N(c3ccc(Br)cc3)C2)no1 (centres undefined)	-1%	-12%	-4	-23	-12%	5%	-1%	-0.3	-3%
O=C(NNC(=S)Nc1ccc(F)cc1)c1cccc([N+](=O)[O-])c1	-1%	4%	-5	0	8%	-25%	0%	0.0	2%
O=C(CSc1nc(O)c(Cc2ccccc2)c(=O)[nH]1)Nc1nnc(SCc2ccccc2)s1	1%	10%	-5	7	-7%	-11%	-5%	-0.1	0%
COc1ccccc1NS(=O)(=O)c1ccc(Cl)c(NC(=O)CN2C(=O)c3ccccc3C2=O)c1	1%	2%	-4	7	-8%	38%	-2%	0.3	-1%
COC(=O)CC1C(=O)NCCN1C(=O)CSc1nnnn1-c1ccc(OC)cc1 (centres undefined)	0%	?	0	-5	4%	-11%	-1%	-0.3	-3%
Cc1ccc(-c2c(C)n([O-])c3c([n+]2=O)CCCC3)cc1	2%	-4%	-9	-2	-7%	-22%	2%	1.1	-5%

Going on with the list:
SMILES	Vif-A3G inh	Vif-A3F inh	LDHA block	D2 antag	ERG Ets-DNA blk	RGS4 inhibitor	ALOX12 inh	D2 ag	GRP78 ERSR act
CCn1nc(C(=O)OCC(=O)N2c3ccccc3CC2C)c2ccccc2c1=O (centres undefined)	0%	-15%	-1	-1	0%	0%	0%	0.2	-1%
COc1ccc(Cl)cc1C(=O)n1cnc2ccccc21	1%	-2%	-10	2	8%	8%	0%	0.6	-4%
COc1cccc(C(=O)COc2ccc(NC(=O)c3ccccc3)cc2)c1	-11%	1%	-5	9	-7%	6%	-1%	-0.9	4%
CC1CN(CCCOc2ccccc2-c2ccccc2)CC(C)O1 (centres undefined)	1%	-13%	-16	50*	-1%	5%	?	-1.2	-1%
COc1ccc(C(=O)CN2C(=O)NC3(CCc4ccccc43)C2=O)cc1 (centres undefined)	1%	0%	-3	5	-5%	-25%	5%	0.2	-1%
Cc1ccc(S(=O)(=O)CCC(=O)OCC(=O)N(C)C2CCS(=O)(=O)C2)cc1 (centres undefined)	0%	-28%	-12	8	-4%	2%	2%	-0.4	3%
COc1cc2c(cc1OC)-c1cc(NC3CC3)nc(=O)n1CC2	-3%	-3%	-3	22	-1%	-15%	6%	-0.7	1%
CC/C(=N\Nc1ccc([N+](=O)[O-])cc1[N+](=O)[O-])c1ccc(O)cc1	0%	-12%	-1	7	0%	-15%	-54%	-1.0	-5%
O=[N+]([O-])c1cc(/C=N/N2CCN(C3c4ccccc4-c4ccccc43)CC2)ccc1Cl	0%	2%	-9	10	2%	-6%	-6%	-0.1	1%
CCCCn1c(=O)c(CCC(=O)OC(C)C(=O)Nc2cccc(Cl)c2Cl)nc2ccccc21 (centres undefined)	-2%	-3%	0	-15	-6%	-7%	0%	0.7	-3%
O=C(Nc1ccccc1F)C1CC1c1ccccc1 (centres undefined)	0%	-6%	-2	1	8%	-1%	-6%	-0.7	4%
CCOC(=O)CSc1n[nH]c(NC(=O)c2cccc(C)c2)n1	4%	-3%	-3	·	-6%	-14%	18%	·	-9%
O=C(C[C@H]1C/C=C\C[C@@H](Cc2ccc(F)cc2)C(=O)OC[C@H]2CCCN2C1=O)NCCO	0%	4%	-1	·	-10%	4%	-3%	·	0%
CCC(=O)N1CCCC1(C)C(=O)Nc1ccc2c(c1)CCN2C(C)=O (centres undefined)	1%	·	-4	·	·	·	3%	·	-4%
O=C1NC(c2ccccc2)=CC(c2ccccc2O)N1 (centres undefined)	-2%	2%	-10	-11	6%	-22%	-16%	0.1	-3%
